# ABCB1 inh: human ABCB1 inhibition, ABCG2 as counter-screen. P08183. CCRF-Adr cells, JC-1 efflux, flow cytometry. inhibition, % at 6.6 µM. hit rate 0.067% among 190,000. AID 1326; in the data active = inhibition above about 40%;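 note: 0% = vehicle and 100% = reference inhibitor; higher value means more JC-1 retained so stronger ABCB1 efflux block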
# RGS4-Gao reg: human RGS4-Galphao interaction regulation; P09471; Multiplexed bead flow cytometry, RGS4-Galphao binding; actives lie on both sides; binding response (% of control), % at 10 µM; hit rate 0.33% among 220,000; AID 1415; in the data active = binding response below about 49% or above about 150%; inactive = in between;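 note: fluorescent Galphao activated with aluminum fluoride binding bead-coupled RGS4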
# Target sequence (P09471 whole entry, looked up): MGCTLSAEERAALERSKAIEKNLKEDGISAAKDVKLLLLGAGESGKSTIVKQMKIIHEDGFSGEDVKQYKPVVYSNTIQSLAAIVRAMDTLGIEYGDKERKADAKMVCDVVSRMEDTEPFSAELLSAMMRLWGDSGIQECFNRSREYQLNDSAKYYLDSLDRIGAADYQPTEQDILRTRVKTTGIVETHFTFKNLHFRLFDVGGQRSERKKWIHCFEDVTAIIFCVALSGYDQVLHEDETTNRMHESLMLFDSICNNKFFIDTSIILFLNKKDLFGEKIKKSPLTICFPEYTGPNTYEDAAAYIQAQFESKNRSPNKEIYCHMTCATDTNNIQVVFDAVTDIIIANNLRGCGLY
# GSH fluor: GSH bead compound fluorescence profile | hit rate 0.25% among 190,000 | GSH beads flow cytometry, compound fluorescence 488/530 nm; active compounds read high | fluorescence (KMESF) at 10 µM; in the data active = fluorescence above about 89;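 note: glutathione beads carrying GST-tagged Bcl family fusion proteins plus one bare bead set; values are compound well signal with DMSO vehicle wells as background; inactives centre near 16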
# RGS8-Gao: human RGS8-Galphao interaction regulation; P09471; hit rate 0.34% among 220,000; multiplexed bead flow cytometry, RGS8-Galphao binding; actives lie on both sides; response (percent of control binding), % at 10 µM; in the data active = response below about 60% or above about 140%; inactive = in between;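 note: Galphao activated as the GDP aluminium fluoride complex binding bead-coupled RGS8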
# Pf gamet viab: P. falciparum stage V gametocyte viability inhibition; P. falciparum stage V gametocytes, ATP luminescence, 24 h; hit rate 0.065% among 150,000; inhibition, % at 10.9 µM;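 active = inhibition above the mean plus 3 SD of compounds within the control limits, set per campaign, cut at about 38% in these data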;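 note: 0% = DMSO wells and 100% = medium only without gametocytes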
# Bim-Mcl-1: inhibitors of Bim-Mcl-1 interaction, human; Q07820; Bead-based flow cytometry, Bim peptide-Mcl-1 binding; inhibition, % at 10 µM; hit rate 0.1% among 190,000; in the data active = inhibition above about 40%;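 note: 0% = no compound tracer wells and 100% = peptide blocker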
# Mcl1 Noxa PPI: Mcl-1/Noxa interaction inhibition; Q07820; TR-FRET Mcl-1/Noxa peptide binding, 2 h; inhibition, % at 21.7 µM; hit rate 1.5% among 220,000; AID 1022;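 active = compounds that cut the protein-peptide binding signal by more than 50% relative to plate controls in a single-dose test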;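 note: His-tagged Mcl-1 with rhodamine Noxa BH3 peptide and terbium anti-His antibody; 0% = Mcl-1 plus Noxa peptide wells and 100% = peptide-only wells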
# ABCG2 inh: blocks JC-1 efflux by human ABCG2 transporter; inhibition, % at 6.6 µM; hit rate 0.1% among 190,000; AID 1325; IgMXP3 cells, flow cytometry;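 active = inhibition above 80%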;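 note: 0% = DMSO and 100% = nicardipine control wells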
# Target sequence (Q9UNQ0 whole entry, looked up): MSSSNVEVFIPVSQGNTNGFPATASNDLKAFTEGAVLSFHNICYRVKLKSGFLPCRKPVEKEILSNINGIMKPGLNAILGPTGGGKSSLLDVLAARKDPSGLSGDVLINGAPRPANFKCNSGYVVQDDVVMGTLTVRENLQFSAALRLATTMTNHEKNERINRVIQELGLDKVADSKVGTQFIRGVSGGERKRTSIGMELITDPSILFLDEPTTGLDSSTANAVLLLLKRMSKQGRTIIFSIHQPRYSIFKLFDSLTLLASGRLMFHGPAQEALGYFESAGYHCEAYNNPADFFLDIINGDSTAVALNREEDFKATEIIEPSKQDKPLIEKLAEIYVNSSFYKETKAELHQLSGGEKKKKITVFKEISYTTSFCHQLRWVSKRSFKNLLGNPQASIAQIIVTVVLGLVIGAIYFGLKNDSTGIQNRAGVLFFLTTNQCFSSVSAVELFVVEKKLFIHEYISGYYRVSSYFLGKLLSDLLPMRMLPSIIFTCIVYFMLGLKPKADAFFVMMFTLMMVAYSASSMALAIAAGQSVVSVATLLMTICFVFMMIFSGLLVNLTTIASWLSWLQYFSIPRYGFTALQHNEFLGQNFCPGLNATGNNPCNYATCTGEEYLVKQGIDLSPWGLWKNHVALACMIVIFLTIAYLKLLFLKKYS
#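 Times: 10 min at 25 °C | Test system: Two drug-resistant human cell lines, ABCG2 and ABCB1 | Quantity: 3 million cells/mL final, two lines in 1:1 ratio | Signal: Flow cytometry, 530 nm JC-1 signal | Dosing: Compound at 6.6 µM | Controls: Nicardipine and DMSO wells | Reagent: JC-1 as fluorescent efflux pump substrate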
# Mcl1-Bid inh: disrupts binding of human Mcl-1 to Bid peptide. Q07820. TR-FRET Mcl-1/Bid-Dy647 peptide binding, 1536-well. inhibition, % at 21.7 µM. hit rate 0.97% among 220,000. AID 1021;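 active = compounds that cut the binding signal by more than half at the single screening dose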;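 note: His-tagged Mcl-1 with europium anti-His antibody binding Bid BH3 peptide; 0% = Mcl-1 plus peptide wells and 100% = peptide-only wells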
# Avidin bead fluor: avidin bead compound fluorescence profile; Avidin beads, compound fluorescence 488/530 nm, flow cytometry; active compounds read high; fluorescence (KMESF) at 10 µM; hit rate 0.38% among 220,000; AID 1775; in the data active = fluorescence above about 47; note: inactives centre near 10
# RGS7-Gao reg: regulators of human RGS7-Galphao interaction; P09471; Multiplexed bead flow cytometry, RGS7-Galphao binding; actives lie on both sides; binding response (% of control), % at 10 µM; hit rate 0.35% among 220,000; AID 1439; in the data active = binding response below about 49% or above about 150%; inconclusive = no clear call, values can overlap the other calls; inactive = in between;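 note: fluorescent Galphao held in activated GDP-AlF4 state binding bead-coupled RGS7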
# * marks the source's active call; other numbers are inactive results; ? = inconclusive; . = not tested or not shown.
SMILES,ABCB1 inh,RGS4-Gao reg,GSH fluor,RGS8-Gao,Pf gamet viab,Bim-Mcl-1,Mcl1 Noxa PPI,ABCG2 inh,Mcl1-Bid inh,Avidin bead fluor,RGS7-Gao reg
O=C(Cn1cc([N+](=O)[O-])cn1)N1N=C(C(F)F)CC1(O)C(F)F (centres undefined),0.9,102,20,103,10,2,12,2,5,19,102
CCOCCCNCc1ccc(OCC(=O)N2CCOCC2)c(OC)c1,0.6,97,16,99,17,-1,-8,5,-33,9,?
Cc1cc(=O)c2c(C)nn(-c3ccccc3)c2[nH]1,0.0,100,24,100,16,1,-3,15,-1,7,102
Cn1c(=O)c(N)c2c3c(c(Br)ccc31)C(=O)c1ccccc1-2,.,98,.,100,-38,.,-5,.,12,6,?
Cn1nnnc1SCC(=O)NC1CCCCC1,0.3,88,31,93,.,0,21,3,-1,10,94
CCOc1nc(-c2ccccc2Cl)ccc1C#N,0.3,97,43,97,.,0,-4,2,-5,6,100
Cc1noc(C)c1C(=O)Nc1sc(C)c(C)c1C#N,1.1,103,37,101,13,0,17,5,-15,6,101
CCN(C(=O)CN(C)Cc1cccc(Cl)c1Cl)c1c(N)n(Cc2ccccc2)c(=O)[nH]c1=O,0.1,99,19,100,-3,-5,13,2,-10,12,99
COc1cc(NC(=O)c2ccc3c(SCC(=O)O)c4c(nc3c2)CCCC4)cc(OC)c1OC,-0.6,92,25,98,.,3,28,-1,-8,7,92
Cc1cc2[nH]c(=S)[nH]c2cc1C,-1.0,101,12,91,-9,-11,5,-7,-37,7,124
CCCCN(C(=O)CCC(=O)Nc1cc(C)on1)C(C(=O)NC(C)(C)CC)c1cccc(OC)c1OC (centres undefined),.,105,.,104,12,.,0,.,-7,8,?
O=C1c2ccccc2C(=O)N1CCSc1nnc(-c2ccco2)n1Cc1ccccc1,2.9,98,36,100,22,-3,3,23,-10,12,98
Cc1cc(SCC(=O)N2CCCC2)nc2ccccc12,0.0,99,31,101,.,-5,-24,3,-4,13,98
COc1cc(C)nc(NCc2ccccc2)n1,0.4,104,18,106,8,-4,-8,1,8,8,104
Cc1ccc2c(c1)nnn2C1CCN(C(=O)NC23CC4CC(CC(C4)C2)C3)CC1,0.3,99,31,101,.,-6,-7,7,-60,14,99
Cc1ccc2cc(CN(Cc3ccco3)C(=O)NCc3ccccc3)c(=O)[nH]c2c1C,2.4,101,13,106,.,-2,17,8,7,40,103
CSc1nc2c(c(=O)[nH]1)C(c1ccccc1)C1=C(CC(C)(C)CC1=O)N2 (centres undefined),0.5,97,12,98,12,0,9,4,-41,10,?
CCCCOC(=O)n1c(=O)oc2ccccc21,0.4,101,29,100,.,0,13,1,-1,6,95
CCCC/C(O)=C1\C(=O)CC(C)(C)CC1=Nc1ccc(OC)cc1,0.2,102,16,105,5,-2,9,1,-9,9,102
Cc1cc(C)c(C2C(C#N)=C(N)Oc3n[nH]c(C)c32)cc1CN1CCCC1 (centres undefined),0.6,99,30,104,.,2,9,0,-15,13,99
CCC(CC)C(=O)NCCc1cc2cc(C)c(C)cc2[nH]c1=O,0.2,100,27,100,.,0,-1,1,13,8,98
COc1ccc(/C=N/OCc2nc3c4c(ncn3n2)Oc2ccc3ccccc3c2C4c2ccccc2)cc1 (centres undefined),1.1,101,17,101,6,4,19,1,0,10,99
COCCn1cc(C(=O)NCCCN2CCC(C)CC2)c2c3ccccc3n(C)c2c1=O,0.2,104,23,102,.,-2,6,1,-54,17,104
Cn1c2ccc(F)cc2c2ncn(Cc3ccccn3)c(=O)c21,.,104,.,101,-2,.,9,.,10,7,?
Cc1cc(S(=O)(=O)Nc2ccc(F)cc2)c(C)s1,0.5,99,25,100,0,-6,-11,2,7,37,101
O=c1[nH]c2ccsc2c(=O)n1-c1ccc(F)c(Cl)c1,-0.2,97,26,97,0,-9,5,0,-4,18,94
O=C(COc1ccccc1F)NCc1nc2ccccc2[nH]1,-2.6,100,17,104,14,-4,16,-3,-11,10,104
O=C(CCl)Nc1cn(-c2ccccc2)nc1-c1ccc(F)cc1,-0.1,98,12,98,5,0,43,15,-13,11,?
Cc1cccc(NC(=O)COc2ccc3oc4c(c3c2)CCCC4)n1,0.4,103,10,106,.,-2,12,3,5,9,100
O=C(CN1CCN(S(=O)(=O)c2ccc(Cl)cc2)CC1)Nc1ccc(F)cc1F,0.7,99,8,95,.,0,13,3,-23,19,96
O=C(Nc1nc2n(n1)C(c1ccccc1)C=C(c1ccccc1)N2)c1ccco1 (centres undefined),0.8,93,24,99,.,-5,12,5,-49,22,95
COc1cccc(-c2nn(C)c3sc(C(=O)NCc4ccccn4)cc23)c1,2.6,95,13,99,15,1,1,17,12,18,97
CCCOC1(NC(=O)c2ccccc2)C(C)=CC(=O)C=C1C,0.0,95,14,97,.,0,-18,-1,-45,8,96
CCN(CC)C(=O)N1CCC(NC(=O)c2ccc(C(C)(C)C)cc2)CC1,0.3,97,14,100,.,2,-17,3,-27,5,96
O=C(CSc1nc2c(c(=O)n1-c1ccc(Br)cc1)SCC2)NCc1ccco1,3.4,98,11,100,.,5,11,23,-24,8,88
Cc1nnc2n(-c3ccccc3)c(=O)c3c4c(sc3n12)COC(C)(C)C4,0.8,99,27,97,8,0,.,3,-2,10,101
O=S(=O)(c1ccc(Cl)cc1)N1CCN(Cc2c[nH]c3ccccc23)CC1,-0.1,107,45,104,.,-3,-11,1,-79,8,103
COc1cc(NC(=S)N(C)CCC#N)c(OC)cc1Cl,.,95,.,96,5,.,-15,.,-18,7,?
Clc1ccccc1Sc1cnc2ccccc2n1,-0.5,102,20,105,.,0,-16,1,-20,13,95
O=C(COc1c(Br)cc(Br)c2cccnc12)Nc1ccccc1F,0.0,91,9,96,-5,2,-11,11,-59,9,85

# Grouped by structure, the compounds so far containing bromine.
SMILES,ABCB1 inh,RGS4-Gao reg,GSH fluor,RGS8-Gao,Pf gamet viab,Bim-Mcl-1,Mcl1 Noxa PPI,ABCG2 inh,Mcl1-Bid inh,Avidin bead fluor,RGS7-Gao reg
Cn1c(=O)c(N)c2c3c(c(Br)ccc31)C(=O)c1ccccc1-2,.,98,.,100,-38,.,-5,.,12,6,?
O=C(CSc1nc2c(c(=O)n1-c1ccc(Br)cc1)SCC2)NCc1ccco1,3.4,98,11,100,.,5,11,23,-24,8,88
O=C(COc1c(Br)cc(Br)c2cccnc12)Nc1ccccc1F,0.0,91,9,96,-5,2,-11,11,-59,9,85

# Continued.
SMILES,ABCB1 inh,RGS4-Gao reg,GSH fluor,RGS8-Gao,Pf gamet viab,Bim-Mcl-1,Mcl1 Noxa PPI,ABCG2 inh,Mcl1-Bid inh,Avidin bead fluor,RGS7-Gao reg
O=C(O)c1cccc(N2C(=O)c3ccc(C(=O)c4cccc([N+](=O)[O-])c4)cc3C2=O)c1,.,97,.,96,11,.,12,.,-27,.,?
Cc1cc(N2CC(C)OC(C)C2)nc2ccccc12 (centres undefined),0.8,102,15,101,-9,-1,20,8,1,9,?
CCOC(=O)c1c(C)[nH]c(C(=O)C(C)OC(=O)c2cccc(OCc3c(C)noc3C)c2)c1C (centres undefined),3.9,101,20,102,-8,0,5,9,-22,17,99
O=c1[nH]c2c(c3c1CCCC3)CCCC2,0.4,101,19,100,22,0,-13,1,-7,7,101
S=C(Nc1ccc(Nc2ccccc2)cc1)Nc1ccccn1,0.6,101,19,98,.,-4,25,3,-26,6,98
COc1cc(C(=O)NCC(c2cccs2)N(C)C)cc(Cl)c1OC(C)C (centres undefined),1.4,116,15,122,-3,-9,18,16,-10,8,120
CCCCN(C)C(=O)c1nc2ccccn2c1CN(C)Cc1csc(C)n1,0.6,96,17,98,1,-1,-9,0,-54,6,93
COc1ccc(N(C)S(=O)(=O)c2cccc(C(=O)Nc3nc4ccccc4[nH]3)c2)cc1,0.3,100,8,106,3,2,-19,1,-14,32,106
COCCn1c(C)cc(C(=O)COC(=O)c2c(C)nn(Cc3ccccc3)c2C)c1C,1.2,102,14,103,.,0,26,8,-8,7,99
CC1=N/C(=C\c2ccc([N+](=O)[O-])cc2)C(=O)N1c1ccc(Br)c(C)c1,-1.1,112,35,132,.,-6,14,-4,10,10,114
O=S(=O)(c1ccc(Br)cc1)c1cnc2ccccc2n1,1.1,100,10,101,5,0,-14,14,28,13,100
CCCCC(c1nnnn1CC1CCCO1)N1CCN(c2ccccc2)CC1 (centres undefined),0.2,100,9,96,.,-24,16,0,7,26,101
Fc1ccc(Cl)cc1/C=N/n1cnnc1SCc1ccccc1,0.7,103,55,104,-4,-3,-13,5,15,9,103
CCOC(=O)c1c(/N=C/c2cccc(C)c2O)sc2c1CCN(C)C2,1.5,107,13,106,.,4,24,3,-26,11,105
CC1CCCCN1C(=O)Cn1cc(C=O)c2ccccc21 (centres undefined),0.0,93,6,80,4,-2,-9,0,-6,0,100
O=C1c2oc3ccc(Br)cc3c(=O)c2C(c2cccc(F)c2)N1CCO (centres undefined),0.6,101,21,102,-12,0,2,3,-12,12,101
COC(=O)CSC1=C(C#N)C(c2ccc(F)cc2)CC(=O)N1 (centres undefined),0.3,93,19,97,.,0,5,1,-24,7,93
O=C(NCCc1c[nH]c2ccccc12)c1cnccn1,0.0,102,12,106,32,0,-6,0,-38,25,97
Cc1ccc(-c2nn(-c3ccccn3)c(=O)c3ccccc23)cc1,-2.2,98,18,104,5,-1,-5,-4,-13,10,100
CCOC(=O)C1(Cc2cccc(F)c2)CCN(Cc2nc(CC)[nH]c2C)CC1,-0.3,116,18,98,-2,-10,6,0,-31,7,122
COc1cc(C2C(C(C)=O)=C(O)C(=O)N2CCc2c[nH]c3ccccc23)ccc1O (centres undefined),1.2,100,20,101,.,0,17,13,14,27,98
CC1CCCN(c2ccc(F)cc2N)C1 (centres undefined),0.9,100,10,99,.,-1,29,3,5,11,100
COc1cccc(OC)c1C(=O)n1nc(C)cc1C,0.2,100,18,91,-23,-2,6,2,5,5,91
Nc1c(Cl)ncnc1N1CCCC1,0.6,100,12,104,16,0,10,0,-74,13,106
Cc1nc2c(sc3nc4c(cc32)COC(C)(C)C4)c(=O)o1,1.1,97,37,101,.,-1,.,12,-13,11,95
CC(C)Sc1nc(N)c2c3c(sc2n1)CN(C)CC3,0.1,105,7,96,.,-2,58*,0,-14,8,119
CCc1n(CC(O)COCc2ccccc2)c2ccccc2[n+]1C (centres undefined),-0.3,104,13,107,.,-2,14,0,-4,40,125
Cc1cc(C)cc(OCC(=O)Nc2ccc(CN3CCCCC3)cc2)c1,0.9,101,11,101,.,0,9,2,-24,5,96
Cc1c(C(=O)OCC(=O)N(CCC#N)c2ccccc2)oc2c1ccc1ccccc12,1.3,103,42,100,-21,-1,1,4,6,35,101
O=C(Nc1ccc(Cl)cc1C(=O)Nc1ccccn1)c1ccco1,2.6,108,28,102,.,-1,9,16,-8,18,108
